Source: PubChem BioAssay
KCNQ1 pot = human KCNQ1 channel potentiation or activation; CHO-K1 KCNQ1, thallium flux FluxOR fluorescence; hits give high values; B-score at 10 µM; 310,000 tested, 0.35% active; P51787; AID 2648;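 active = fluorescence ratio B-score, a plate-corrected score, at least three library SD, with initial intensity B-score within 5 SD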
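System: Stable KCNQ1 CHO-K1 line | Incubation: 90 min dye loading and 20 min compound exposure, both at room temperature | Measure: Ratio B score | Medium: Assay buffer for compound exposure, DMSO matched across wells | Compound dosing: Single-concentration screen | Probe or stimulus: K+/Tl+ depolarizing stimulus | Measured by: Kinetic FluxOR fluorescence, 10 s baseline plus 110 s post-stimulus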
KCNQ1 block = human KCNQ1 channel inhibition | P51787 | CHO-K1 KCNQ1, FluxOR thallium flux fluorescence; hits give high values | B-score at 10 µM | 310,000 tested, 1.3% active;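 active = compounds whose thallium flux B-score, printed positive for inhibition, exceeds three library SD while starting fluorescence stays within three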;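 also: channel opened by potassium depolarization with thallium stimulus after 20 min compound exposure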
KCNK9 inh = human KCNK9 channel inhibition | 310,000 tested, 1.2% active | HEK293 KCNK9, FluxOR thallium flux fluorescence; hits give low values | B-score at 10 µM | Q9NPC2;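 active = ratio B-score over 3 SD below the library mean, with starting fluorescence within 5 SD of its mean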;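 also: negative B-score means less thallium flux so channel inhibition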
Target sequence (Q9NPC2 whole entry, looked up): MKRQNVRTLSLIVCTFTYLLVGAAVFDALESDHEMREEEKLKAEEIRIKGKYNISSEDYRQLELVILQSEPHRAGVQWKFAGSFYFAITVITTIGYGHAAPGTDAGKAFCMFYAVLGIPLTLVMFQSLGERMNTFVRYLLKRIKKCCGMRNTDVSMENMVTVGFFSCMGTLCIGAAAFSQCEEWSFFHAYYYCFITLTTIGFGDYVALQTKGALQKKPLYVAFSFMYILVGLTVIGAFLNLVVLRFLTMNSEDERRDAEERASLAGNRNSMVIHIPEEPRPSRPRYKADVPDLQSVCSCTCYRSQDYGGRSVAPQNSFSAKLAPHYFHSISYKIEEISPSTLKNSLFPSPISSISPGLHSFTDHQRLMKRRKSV
KCNK3 inh = human KCNK3 channel inhibition, primary screen; CHO-KCNK3 thallium flux, FluxOR fluorescence; hits give low values; B-score at 10 µM; 340,000 tested, 0.84% active;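 active = B-score under library mean minus 4 SD, starting fluorescence ratio at most library mean plus 5 SD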;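 also: more negative B-score means stronger inhibition of thallium flux through KCNK3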
RGS4 act = potentiators or activators of RGS4; HEK293 M3R/inducible RGS4, carbachol calcium flux Fluo4; hits give low values; 310,000 tested, 0.92% active; B-score at 10 µM;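 active = B-score of the integrated calcium signal more than 4 SD below the library mean, with starting fluorescence not abnormally high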;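 also: negative B-score means reduced calcium response which marks RGS4 activation or potentiation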
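Reagent: ECmax carbachol challenge; Test system: M3R-expressing HEK293 line, RGS4 induced by doxycycline; Schedule: overnight RGS4 induction, 30 min dye load 37 °C, 20 min compound RT; Detection: calcium dye Fluo4 fluorescence; Read-out: Agonist-evoked peak-minus-minimum fluorescence over baseline, integrated ratio, B score.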
GSK3beta inhib = blocks human GSK3beta kinase activity; AID 2097; 300,000 tested, 0.038% active; P49841; activity score (negative = inhibition), % at 10 µM; GST-GSK3beta kinase, ADP-Glo luminescence, 60 min; hits give low values;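 active = more than half of replicate wells score below -50%, meaning over 50% inhibition versus plate controls; inconclusive = some replicates but at most half score below -50%; inactive = no replicate scores below -50%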;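 also: 0% = median DMSO wells and -100% = median GW8510 positive control wells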
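Assay system: GST-fused GSK3beta enzyme, cell-free / Medium: Tris pH 7.5 buffer with MgCl2, DTT, BSA, heparin / Also added: peptide substrate plus 25 µM ATP (final) / Compound: 10 µM single point / Timing: kinase reaction with compound 60 min at room temperature / Detection: ADP-Glo luminescence / Benchmarks: DMSO neutral wells and GW8510 at 20 µM as positive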
Dyrk1A ADPGlo = inhibitors of rat Dyrk1A kinase. Q63470. inhibition, % at 12.5 µM. 310,000 tested, 0.43% active. ADP-Glo luminescence, NFATc1 peptide; in the data active = inhibition above about 50%;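 also: plate controls were vehicle with enzyme for no effect and no enzyme for full effect; many of its hits are not listed in these tables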
PolyA inh = yeast polyadenylation inhibition | 300,000 tested, 0.02% active | calls only at 12 µM | S. cerevisiae SKY197-pL101 polyadenylation reporter, beta-gal luminescence; efflux-impaired pdr1/pdr3 knockout yeast; score 100 = 6 SD above DMSO;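 active = lowest replicate activity score at least 50, where 100 means six control SD above control mean; inconclusive = lowest score under 50 but half or more replicates reach 50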;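 also: yeast exposed to compound for 9 h at 30 °C; higher score means more reporter readthrough which indicates perturbed polyadenylation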
GSK3A inh = human GSK-3 alpha kinase inhibition. inhibition, % at 10 µM. ADP-Glo luminescence, 60 min. 320,000 tested, 0.1% active. P49840;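 in the data active = inhibition above about 50%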;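 also: GST-tagged GSK-3 alpha with peptide substrate and 25 µM ATP; 0% = DMSO neutral wells and 100% = GW8510 positive control wells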
Target sequence (P49840 whole entry, looked up): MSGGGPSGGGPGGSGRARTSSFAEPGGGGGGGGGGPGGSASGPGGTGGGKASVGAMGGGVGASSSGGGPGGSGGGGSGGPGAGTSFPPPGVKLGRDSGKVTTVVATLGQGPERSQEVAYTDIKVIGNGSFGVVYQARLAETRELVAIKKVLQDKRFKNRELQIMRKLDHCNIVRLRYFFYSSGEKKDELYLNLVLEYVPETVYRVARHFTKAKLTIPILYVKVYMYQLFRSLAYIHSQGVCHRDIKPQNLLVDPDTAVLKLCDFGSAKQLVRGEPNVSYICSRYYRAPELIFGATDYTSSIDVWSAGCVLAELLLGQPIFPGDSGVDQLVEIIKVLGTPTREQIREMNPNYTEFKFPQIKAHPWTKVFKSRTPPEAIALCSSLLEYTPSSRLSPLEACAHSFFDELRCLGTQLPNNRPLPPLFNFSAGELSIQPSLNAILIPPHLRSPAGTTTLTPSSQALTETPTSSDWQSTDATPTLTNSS
HDAC3 inh = blocks human histone deacetylase 3; recombinant HDAC3, fluorogenic peptide/trypsin coupled, fluorescence; inhibition, % at 8.3 µM; AID 2718; O15379; 320,000 tested, 0.15% active; in the data active = inhibition above about 26%, passing the limit was not always enough; inconclusive = no clear call, values can overlap the other calls
hERG rescue = compounds protecting human hERG from proarrhythmic drug block. Q12809. CHO-hERG, FluxOR thallium flux, dofetilide IC70 present. activation (rescue from dofetilide block), less the hit threshold, % at 10 µM. 310,000 tested, 0.51% active;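 active = activation above the mean of controls blocked by dofetilide plus 5 SD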;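 also: thallium influx through hERG after potassium depolarization seen as dye fluorescence rise; in these data hits start at about 4.7%; inactives centre near -7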
Active calls of the source: *; i = inactive; ? = inconclusive; . = no result given.

Under each structure: KCNQ1 pot	KCNQ1 block	KCNK9 inh	KCNK3 inh	RGS4 act	GSK3beta inhib	Dyrk1A ADPGlo	PolyA inh	GSK3A inh	HDAC3 inh	hERG rescue
> NC(=O)CC(NC(=O)c1ccc(Cl)cc1)C(=O)NCCc1ccc(S(N)(=O)=O)cc1 (centres undefined)
 : i	i	i	i	i	1	-3	i	-2	-10	-7
> O=C(O)CCN1C(=O)c2ccc(NC(=O)COc3ccccc3)cc2C1=O
 : i	i	i	i	i	3	13	i	0	5	-1
> CC(=O)Nc1ccc(NC(=O)CCC(=O)OCC(=O)c2cccc([N+](=O)[O-])c2)cc1
 : i	i	i	i	i	0	-4	i	-1	4	-5
> O=C(OCCN1CCOCC1)c1ccc(OCCN2CCOCC2)cc1
 : i	i	i	i	i	3	-3	i	0	3	-6
> Cc1ccc(-n2nc3c(=O)n(CCCC(=O)NCc4ccccc4Cl)nc(C)c3c2C)cc1
 : i	i	i	i	i	-3	-6	i	-6	1	-14
> CC(=O)c1ccc(NC(=S)NNC(=O)NC2CCCCC2)cc1
 : i	i	i	i	i	6	.	i	-2	8	-9
> O=C1c2ccccc2C(=O)C1c1ccc(O)cc1
 : i	i	i	i	i	-4	13	i	3	-3	-10
> CC(C)(C)C(=O)COC(=O)c1cc(-c2cccnc2)nc2ccccc12
 : i	i	i	i	i	0	24	i	-1	1	-10
> NS(=O)(=O)c1ccc(NC2=CC(=O)C(=O)c3ccccc32)cc1
 : i	i	i	i	i	-1	15	i	3	4	-1
> Cc1cc(O)c(C(C)C)cc1NC(=O)c1ccccc1Cl
 : i	i	i	i	i	-2	-6	i	-3	4	-11
> CC1(C)C(c2cccs2)=[N+]([O-])C2(CCCCC/C2=N\O)N1O (centres undefined)
 : i	i	i	i	i	1	-4	i	.	10	-12
> CC(=O)Nc1ccc(OC(=O)C(CCS(C)(=O)=O)N2C(=O)c3ccccc3C2=O)cc1 (centres undefined)
 : i	i	i	i	i	0	24	i	-1	2	-5
> COc1ccc(/C=N/n2c(=O)[nH]c3c([nH]c4ccc(F)cc43)c2=O)cc1CN1CCCCC1
 : i	i	i	i	i	0	1	i	-1	2	-4
> CCOc1ccc(S(=O)(=O)NCCC(=O)OCC(=O)c2ccc[nH]2)cc1
 : i	i	i	i	i	1	3	i	6	-2	-15
> CC(C(=O)Nc1ccccc1C(=O)O)n1c(C(F)(F)F)nc2ccccc21 (centres undefined)
 : i	i	i	i	i	-2	3	i	-1	?	-17
> Cc1ccnc(NC(=O)c2cnc(Cl)c(Cl)c2)c1
 : i	i	i	i	i	-1	1	i	0	4	-9
> CC(C)N(c1nnc(N)s1)C(C)C
 : i	i	i	i	i	0	1	i	-1	-3	-8
> CCOC(=O)CSc1nc2cc(OC)ccc2cc1C#N
 : i	i	i	i	i	-4	30	i	-1	-5	-14
> O=C(N/N=C/c1ccc(O)cc1)c1cc(-c2ccc3c(c2)OCO3)n[nH]1
 : i	i	i	i	i	1	5	i	3	0	-12
> Cc1cc(C)c(N=C2CCCN2Cc2ccccc2)c(C#N)c1
 : i	i	i	i	i	-4	4	i	-3	2	-10
> CCCN1C(=O)c2ccccc2NC1c1ccc(O)c(OCC)c1 (centres undefined)
 : i	i	i	i	i	1	4	i	0	-12	-10
> C=C(C)C(=O)Nc1cccc(C2=NOC3(C2)C[C@@H](C(N)=O)N(C(=O)C(=C)C)C3)c1 (some centres undefined)
 : i	i	i	i	i	-4	-25	i	-3	0	-13
> O=C(c1ccccc1Cl)N1CCC(O)(c2cccnc2)CC1
 : i	i	i	i	i	-1	-1	i	0	-1	-4
> Cc1cccc(NC(=O)CCc2ccccc2)c1C
 : i	i	i	i	i	1	7	i	-2	-10	-4
> O=C(COC(=O)c1ccc2ccccc2c1)NCCCc1ccccc1
 : i	i	i	i	i	0	-6	i	2	1	1
> COc1ccc(NC(=O)NNC(=O)c2ccccc2-n2cccc2)cc1OC
 : i	i	i	i	i	1	-7	i	-1	-3	-1
> CC1(c2nnc(-c3ccncc3)o2)CC(c2cccnc2)=NO1 (centres undefined)
 : i	i	i	i	i	-1	-2	i	-1	-6	-10
> O=C(CSCc1ccccc1)N1CCN(S(=O)(=O)c2ccc(F)cc2)CC1
 : i	i	i	i	i	-4	-6	i	-2	-1	-13
> O=S(=O)(c1ccccc1)N1CCC(O)(CSc2ccc(Cl)cc2)CC1
 : i	i	i	i	i	0	1	i	.	5	-9
> CN1CCN(C2Cc3cc(F)ccc3Sc3ccc(Cl)cc32)CC1 (centres undefined)
 : i	i	i	-10*	-8.3*	-5	-9	i	6	0	-14

Among those listed so far, these contain two or more sulfur atoms:
Under each structure: KCNQ1 pot	KCNQ1 block	KCNK9 inh	KCNK3 inh	RGS4 act	GSK3beta inhib	Dyrk1A ADPGlo	PolyA inh	GSK3A inh	HDAC3 inh	hERG rescue
> O=C(CSCc1ccccc1)N1CCN(S(=O)(=O)c2ccc(F)cc2)CC1
 : i	i	i	i	i	-4	-6	i	-2	-1	-13
> O=S(=O)(c1ccccc1)N1CCC(O)(CSc2ccc(Cl)cc2)CC1
 : i	i	i	i	i	0	1	i	.	5	-9

4 compounds from above, limited to KCNQ1 pot and PolyA inh:
molecule | KCNQ1 pot | PolyA inh
Cc1cccc(NC(=O)CCc2ccccc2)c1C | i | i
O=C(COC(=O)c1ccc2ccccc2c1)NCCCc1ccccc1 | i | i
COc1ccc(NC(=O)NNC(=O)c2ccccc2-n2cccc2)cc1OC | i | i
CC1(c2nnc(-c3ccncc3)o2)CC(c2cccnc2)=NO1 (centres undefined) | i | i

KCNK3 inh, hit marks shown above.
Structure,KCNQ1 pot,KCNQ1 block,KCNK9 inh,KCNK3 inh,GSK3beta inhib,Dyrk1A ADPGlo,PolyA inh,GSK3A inh,HDAC3 inh
CN1CCN(C2Cc3cc(F)ccc3Sc3ccc(Cl)cc32)CC1 (centres undefined),i,i,i,-10*,-5,-9,i,6,0

Later entries
Under each structure: KCNQ1 pot	KCNQ1 block	KCNK9 inh	KCNK3 inh	RGS4 act	GSK3beta inhib	Dyrk1A ADPGlo	PolyA inh	GSK3A inh	HDAC3 inh	hERG rescue
> CCC(=O)Nc1ccc(NC(=O)c2ccc3ccccc3c2)cc1
 : i	i	i	i	i	0	-4	i	6	-14	-7
> CCOc1ccccc1NC(=O)CSc1nc(N)c(C#N)cc1C#N
 : i	i	i	i	i	-3	1	i	2	1	-6
> CCN(CC)CCOC(=O)c1ccc(NC(=O)CCCN2C(=O)S/C(=C/c3ccc(OC)cc3)C2=S)cc1
 : i	i	i	i	i	-3	7	i	-1	4	-15
> OC(CNCc1ccccc1)(c1ccc(F)cc1)c1ccc(F)cc1
 : i	i	-7.7*	i	i	4	-4	i	0	-2	-13
> Cn1/c(=N\NC(=O)c2ccccc2Cl)sc2ccccc21
 : i	i	i	i	i	-1	-5	i	0	-2	0
> C=CCn1c(C(CCCC)CC(C)O)n[nH]c1=S (centres undefined)
 : i	i	i	i	i	0	-3	i	0	6	-9
> Fc1ccc(-n2c(Cc3ccccc3)nnc2SCc2nc(-c3cccs3)no2)cc1
 : i	i	i	i	i	2	-5	i	-3	7	-8
> CCN(CC)CCNC(=O)COc1ccc(Cl)cc1Cl
 : i	i	i	i	i	-1	-7	i	-1	2	-11
> COCCNC(=S)N1CCN(S(C)(=O)=O)CC1
 : i	i	i	i	i	-3	0	i	-2	-3	-12
> COc1ccc(NC(=O)C2CCN(C(=O)Cc3ccccc3)CC2)cc1OC
 : i	i	i	i	i	-2	.	i	-14	3	3
> COc1ccc(N/C(N)=N/c2nc(C)c(Cc3ccccc3)c(=O)[nH]2)cc1
 : i	i	i	i	i	-4	.	i	-1	-4	-2
> C/C(=N\NC(=O)CN1CCN(Cc2ccccc2)CC1)c1ccncc1
 : i	i	i	i	i	1	.	i	-11	4	-10
> Cc1ccc(-n2nnnc2SCC(=O)NC2CCCc3ccccc32)c(C)c1 (centres undefined)
 : i	i	i	i	i	2	0	i	.	.	-7
> CCOc1ccc(CCNS(=O)(=O)c2c(C)n[nH]c2C)cc1OCC
 : i	i	i	i	i	-1	-1	i	-2	3	-2
> Cc1ccccc1-c1nc(CN2CCC(C(=O)NCCCN3CCCC3)CC2)c(C)o1
 : i	i	i	i	i	-4	-1	i	5	3	-8
> Cc1ccc(NC(=O)/C(C#N)=C/c2ccccc2C(F)(F)F)cc1
 : i	i	i	i	i	1	1	i	-4	-1	0
> O=C(/C=C/c1c(Cl)nc2ccccn12)N1CCN(c2ccc(F)cc2)CC1
 : i	i	i	i	i	3	-2	i	2	-8	-1
> Cn1c(=O)c2cc(S(=O)(=O)NCCC(=O)NCc3ccccc3Cl)ccc2n(C)c1=O
 : i	i	i	i	i	0	6	i	-3	-4	-3
> O=c1n(Cc2ccccc2F)c2ccccc2n1Cc1ccccc1F
 : i	i	i	i	i	1	2	i	0	-2	-9
> O=S(=O)(c1ccccc1)n1cc(-c2ccccn2)c(N2CCOCC2)n1
 : i	i	i	i	i	5	3	i	10	2	-2
> Cc1ccc(Cl)cc1N1CCN(S(=O)(=O)c2cccc(S(=O)(=O)N3CCCC3)c2)CC1
 : i	i	-10*	-11*	i	1	-1	i	-1	0	-7
> Cc1ccc(NC(=O)c2ccc(OC(=O)C(C)Oc3ccc(Cl)cc3C)cc2)cc1 (centres undefined)
 : i	i	i	i	i	5	-1	i	-3	4	-5

Profiles, looked up by structure.
Results for `O=S(=O)(c1ccccc1)n1cc(-c2ccccn2)c(N2CCOCC2)n1` : KCNQ1 pot = i; KCNQ1 block = i; KCNK9 inh = i; KCNK3 inh = i; RGS4 act = i; GSK3beta inhib = 5; Dyrk1A ADPGlo = 3; PolyA inh = i; GSK3A inh = 10; HDAC3 inh = 2; hERG rescue = -2
Results for `Cc1ccnc(NC(=O)c2cnc(Cl)c(Cl)c2)c1` : KCNQ1 pot = i; KCNQ1 block = i; KCNK9 inh = i; KCNK3 inh = i; RGS4 act = i; GSK3beta inhib = -1; Dyrk1A ADPGlo = 1; PolyA inh = i; GSK3A inh = 0; HDAC3 inh = 4; hERG rescue = -9
Results for `Cc1cccc(NC(=O)CCc2ccccc2)c1C` : KCNQ1 pot = i; KCNQ1 block = i; KCNK9 inh = i; KCNK3 inh = i; RGS4 act = i; GSK3beta inhib = 1; Dyrk1A ADPGlo = 7; PolyA inh = i; GSK3A inh = -2; HDAC3 inh = -10; hERG rescue = -4

These rows are one share of the data. The share of hits here may be higher or lower than overall.
